Compound activity (PubChem)
GASC-1 inh: inhibitors of GASC-1 histone demethylase, primary screen, biochemical, fluorescence, DELFIA europium. Lysine-specific demethylase 4C (Homo sapiens), Q9H3R0. GST-JMJD2C(1-420) H3K9me3 demethylation. inhibition, % at 2.35 µM. hit rate 0.069% among 330,000. AID 2099, 2009;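 active means more than half of a compound's replicate wells show inhibition beyond 50%, single wells judged on their own value; inconclusive means some, but no more than half, of replicates pass 50% inhibition; inactive means no replicate passes 50% inhibition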;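 further: signal counts dimethyl H3K9 product captured on neutravidin plate; 0% = median of DMSO wells and 100% = 0.3 times that DMSO median; strong numbers were not always called active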
Target sequence (Q9H3R0 1-420 limits assumed): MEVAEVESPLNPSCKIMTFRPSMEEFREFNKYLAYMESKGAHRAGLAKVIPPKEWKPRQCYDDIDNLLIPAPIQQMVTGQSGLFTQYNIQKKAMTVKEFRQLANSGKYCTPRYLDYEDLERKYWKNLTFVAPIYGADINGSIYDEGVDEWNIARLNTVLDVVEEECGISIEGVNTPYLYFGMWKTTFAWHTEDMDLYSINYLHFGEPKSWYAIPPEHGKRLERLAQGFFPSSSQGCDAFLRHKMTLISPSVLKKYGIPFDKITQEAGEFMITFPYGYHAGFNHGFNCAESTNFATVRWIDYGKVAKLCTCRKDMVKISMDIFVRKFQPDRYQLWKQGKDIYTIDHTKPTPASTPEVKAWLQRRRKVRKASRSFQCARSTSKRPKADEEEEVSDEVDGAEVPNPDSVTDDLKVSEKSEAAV
PP5 inh: PP5 phosphatase inhibitors, primary screen, biochemical, fluorescence; purified PP5c, OMFP substrate fluorescence; inhibition, % at 6.7 µM; hit rate 0.18% among 320,000;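 active means inhibition above the campaign's mean inhibition across all tested compounds plus 3 SD, cut at about 9.5% in these data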;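 further: 0% = DMSO only and 100% = 100 µM cantharidin control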
Yeast superoxide: reduction of superoxide in aged yeast, primary screen, HTS; S. cerevisiae aged cells, superoxide DHE fluorescence; hits give low values; AID 2690, 2010; hit rate 0.18% among 330,000; superoxide response (% of plate mean), % at 10 µM;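 active means superoxide response under a set limit, about three screen SD below normal, cut at about 65% in these data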;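 further: yeast aged for seven days with compound at 30 °C before DHE staining; 100% = average MFI of all compound-treated wells on the plate with controls excluded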
TPT1 inh: Candida albicans TPT1 enzyme inhibitors, primary screen, biochemical, fluorescence polarization. recombinant caTPT1, FP RNA substrate dephosphorylation. inhibition, % at 5 µM. hit rate 0.81% among 300,000;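 active means inhibition above the mean of all tested compounds plus 3 SD, set per screening campaign, cut at about 24% in these data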;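 further: plate controls were DMSO alone for no effect and ferristatin control at 100 nM for full effect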
CTSL1 counter: Fasciola hepatica cathepsin L1 inhibitors, primary screen, counter-screen for PFM18AAP inhibitor project, biochemical, QFRET, fluorogenic peptide substrate; recombinant F. hepatica cathepsin L1, Z-Leu-Arg-MCA fluorescence; hit rate 0.49% among 300,000; AID 1906, 2009; inhibition, % at 5.96 µM;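 active means inhibition above the mean of all tested compounds plus 3 SD, set per screening campaign, cut at about 17% in these data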;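 further: 0% = plate median of test compound wells and 100% = 1 µM Z-Phe-Ala-diazomethylketone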
EBNA-1 inhibitor: EBNA-1 DNA-binding inhibitors, primary screen, biochemical, fluorescence polarization | hit rate 0.34% among 300,000 | inhibition, % at 14.8 µM | AID 1950, 2009; in the data active means inhibition above about 28%
PP1 inh: PP1-alpha phosphatase inhibitors, primary screen, counter-screen for PP5 inhibitor project, biochemical, fluorescence, OMFP substrate, single point; purified PP1alpha; inhibition, % at 6.7 µM; hit rate 0.9% among 320,000; AID 2235, 2010;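 active means inhibition above the mean inhibition of all tested compounds plus 3 SD, computed separately for each screening campaign, cut at about 15% in these data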
Target sequence (P62136 whole entry, looked up): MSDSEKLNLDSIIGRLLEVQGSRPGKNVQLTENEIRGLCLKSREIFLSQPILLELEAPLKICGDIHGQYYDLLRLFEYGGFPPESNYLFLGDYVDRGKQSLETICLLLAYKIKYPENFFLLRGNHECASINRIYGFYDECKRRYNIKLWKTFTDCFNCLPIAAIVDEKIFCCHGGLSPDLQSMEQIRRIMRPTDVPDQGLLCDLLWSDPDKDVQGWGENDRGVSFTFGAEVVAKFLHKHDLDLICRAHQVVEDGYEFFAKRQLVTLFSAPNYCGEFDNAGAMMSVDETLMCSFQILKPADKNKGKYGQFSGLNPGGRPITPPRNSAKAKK
HCV core dimer: inhibitors of HCV core protein dimerization, primary screen, biochemical, TR-FRET, high-throughput; TR-FRET GST/Flag-core106 dimerization, 1536-well; inhibition, % at 5 µM; hit rate 0.33% among 300,000; AID 1899, 2009;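 active means inhibition above the mean of all tested compounds plus 3 SD, set per screening campaign, cut at about 45% in these data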
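test system = GST/Flag-tagged HCV core106 proteins | probe or stimulus = Eu donor and XL665 acceptor anti-tag antibodies | times = compound-protein-antibody incubation 4 h at 22.5 °C | signal = TR-FRET, excitation 340 nm, emission 617 and 671 nm | measure = percent inhibition of core106 dimerization signal | controls = wells lacking GST-core106 and wells with excess unlabelled core106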
ZTA counter: counter-screen for EBNA-1 inhibitors: inhibitors of Epstein-Barr virus ZTA; hit rate 0.15% among 320,000; P03206; inhibition, % at 11 µM; ZTA-DNA binding, fluorescence polarization; AID 2234; in the data active means inhibition above about 33%
Target sequence (P03206 whole entry, looked up): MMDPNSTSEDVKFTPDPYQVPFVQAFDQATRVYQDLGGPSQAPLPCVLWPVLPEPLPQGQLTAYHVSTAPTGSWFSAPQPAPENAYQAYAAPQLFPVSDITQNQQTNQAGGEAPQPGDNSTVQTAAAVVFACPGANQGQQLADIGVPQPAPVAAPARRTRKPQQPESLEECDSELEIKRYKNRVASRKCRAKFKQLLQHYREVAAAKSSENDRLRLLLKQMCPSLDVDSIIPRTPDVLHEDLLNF
* marks the source's active call; other numbers are inactive results; ? = inconclusive; & = joins results of further samples.

Compound | GASC-1 inh | PP5 inh | Yeast superoxide | TPT1 inh | CTSL1 counter | EBNA-1 inhibitor | PP1 inh | HCV core dimer | ZTA counter
CCOCCCn1c(=S)[nH]c2cc(C(=O)N3CCOCC3)ccc2c1=O | 0.6 | -0.2 | 87.9 | -3.3 | 0.8 | 6.7 | 2.2 | -1.9 | 0.1
COc1ccc(CCNCC(O)Cn2ccc3ccccc32)cc1OC (configuration not stated) | ? | 3.2 | 93.7 | -0.5 | 2.2 | 6.0 | -1.2 | -6.7 | -2.4
O=[N+]([O-])c1cc2c(cc1Br)CCN2 | 23.9 | -1.9 | 84.5 | 0.9 | 2.2 | 4.1 | -2.6 | -3.8 | -4.4
Cc1c(Br)c(=O)[nH]c(=O)n1COCc1ccccc1 | 3.2 | 2.2 | 96.7 | 1.0 | 2.1 | 4.2 | 2.9 | -1.3 | 5.9
CCN(Cc1ccccc1)C(=O)CC1Oc2ccccc2NC1=O (configuration not stated) | 5.9 | 0.7 | 97.7 | -3.2 | -2.1 | 1.3 | 0.7 | -1.4 | 4.1
CC(=O)c1c(C(C)=O)c(C)n(NC(=O)c2cccnc2)c1C | 10.8 | -0.3 | 120.5 | 1.9 | 1.6 | -6.8 | -11.3 | -4.4 | 5.5
CC(C)N(Cc1ccccc1)C(=O)c1cnc2n(c1=O)CCS2 | -3.2 | -3.7 | 94.6 | -0.6 | 0.3 | 0.6 | -1.4 | 2.8 | 27.4
CCOC(=O)Cc1csc(NC(=O)CSc2nnnn2-c2ccc(C)cc2C)n1 | 6.8 | 2.7 | 102.9 | -2.2 | 0.0 | 4.7 | 5.9 | 7.6 | -6.0
CCS(=O)(=O)Nc1ccc(C(=O)NCCSc2ccccc2)cc1 | 2.3 | 2.5 | 107.3 | 2.4 | -1.1 | 0.4 | -3.2 | 3.3 | -7.1
COc1cc(CC(=O)Nc2ccc(N3CCOCC3)cc2)cc(OC)c1OC | 23.9 | 2.1 | 93.6 | -5.8 | -1.6 | 3.3 | 1.4 | -2.5 | 10.5
COC(=O)CCC(=O)N1CCCC(N2CCN(c3cccc(C(F)(F)F)c3)CC2)C1 (configuration not stated) | -16.9 | -0.7 | 122.1 | -1.1 | -2.1 | -4.2 | 1.1 | -33.4 | 3.5
CCOC(=O)C1(Cc2ccc(OC)cc2)CCN(C(=O)C2CC(=O)N(C3CC3)C2)CC1 (configuration not stated) | 10.4 | 0.3 | 79.8 | -0.9 | -0.3 | 2.5 | -2.6 | -3.2 | -6.6
CC(C)Cn1c(=O)c(C(=O)N/N=C/c2cccc(F)c2)c(O)c2ccccc21 | -2.9 | -0.6 | 104.5 | 1.3 | -1.4 | 0.4 | -1.6 | -0.2 | -12.6
FC(F)(F)c1nc(-c2ccccc2)ncc1-c1nnnn1-c1ccccc1 | -2.0 | 3.9 | 87.2 | -0.8 | -2.0 | -9.7 | 0.8 | -0.3 | -14.2
Cc1cc(C)c2c(C)c(C(=O)Nc3c(C)n(C)n(-c4ccccc4)c3=O)oc2c1 | -6.5 | -1.4 | 91.0 | 0.7 | 2.4 | -0.4 | -4.0 | -3.5 | -5.9
CN(C)c1ccc(Nc2nc(N)c([N+](=O)[O-])c(N3CCOCC3)n2)cc1 | -6.3 | 1.4 | 91.6 | -2.5 | 2.0 | -9.4 | -1.6 | -41.7 | -1.7
CC(C)OCCCn1c(=S)[nH]c2ncccc2c1=O | 0.6 | 0.6 | 95.9 | -2.3 | -1.8 | -11.3 | 5.2 | -4.4 | -7.8
O=C(CN1C(=O)c2ccccc2S1(=O)=O)N1CCN(Cc2ccc3c(c2)OCO3)CC1 | -0.2&22.0 | 0.7 | 81.3 | -6.7 | -1.7 | 10.5 | 2.6 | -0.2 | 5.0
Cc1cccc(C2=NC(C(F)(F)F)(C(F)(F)F)c3c(n(-c4ccc(F)cc4)c(=O)[nH]c3=O)N2)c1 | -0.8 | 3.0 | 94.8 | 1.5 | 0.1 | 5.3 | 0.3 | -10.1 | 4.2
O=C(NC(=S)Nc1cccc([N+](=O)[O-])c1)C1CCCCC1 | -5.8 | 6.4 | 96.4 | 2.2 | 2.8 | -10.1 | -0.7 | 2.4 | 9.0
Cn1nnnc1SCC(=O)c1ccc(Br)s1 | -8.9 | -0.9 | 87.6 | 4.9 | 5.3 | 9.7 | -1.5 | -8.0 | 5.5
C/C=C/C(=O)Nc1nnc(-c2ccccc2C)s1 | 3.1 | 4.6 | 112.1 | 1.7 | -1.2 | -0.1 | 14.3 | 11.0 | 6.5
COc1ccc(Cl)cc1NC(=O)c1[nH]c(C)c(C(C)=O)c1C | 0.0 | 2.2 | 110.4 | 1.1 | 3.3 | -6.1 | 17.0* | 32.5 | 1.2
CCC1(C)Cc2nc(Cl)c(C#N)cc2CO1 (configuration not stated) | 5.0 | -1.6 | 104.9 | -0.8 | -2.4 | 14.1 | -2.9 | -4.8 | -9.3
O=C(CSc1ccc2c(c1)OCCO2)Nc1ccc(Br)cc1 | -8.4 | 4.0 | 117.7 | -6.1 | -2.6 | -6.3 | 0.5 | 4.8 | -8.5
COc1ccc(CCNC(=O)c2ccccc2SC)cc1 | -9.9 | -2.0 | 92.5 | -3.4 | 1.2 | 4.7 | 0.3 | -3.3 | -8.9
COc1cc(/C=N/NC(=O)CCNC(=O)c2ccccc2Cl)ccc1O | -6.6 | 0.2 | 103.7 | 0.7 | -0.2 | -0.1 | -0.6 | 0.6 | 4.8
CC12CCC(=O)N1C(C(=O)NCc1ccccc1Cl)CS2 (configuration not stated) | -0.2 | -2.4 | 83.6 | -3.5 | 0.7 | 2.1 | -4.2 | -7.9 | -3.9
COc1ccccc1C(=O)NCCC(=O)NCC(c1ccccc1OC)N1CCCC1 (configuration not stated) | 187.7 | -4.2 | 94.8 | -0.7 | 0.6 | 13.0 | -8.9 | 0.0 | -4.6
Cc1cccc2nc(CSc3nc4[nH]ncc4c(=O)n3-c3ccccc3Cl)cc(=O)n12 | 8.7 | 1.3 | 122.4 | 3.8 | 2.8 | -0.4 | 3.3 | 12.4 | 8.8
Cc1cc(NC(=O)Cn2cnc3c2c(=O)n(C)c(=O)n3C)n(-c2ccccc2)n1 | -40.8 | -1.6 | 105.9 | -2.8 | 1.2 | 16.3 | -0.4 | -4.2 | 5.9
O=C(Nc1ccc2[nH]ncc2c1)c1ccc(F)cc1 | -3.4 | 0.4 | 99.2 | -0.9 | 1.3 | 10.1 | -2.1 | -3.1 | 0.9
COc1ccc(/C=C(\NC(=O)c2ccc(C)cc2)C(=O)NCCN2CCOCC2)cc1 | 0.4 | 0.5 | 96.1 | -2.2 | -3.2 | 3.0 | -1.9 | 7.3 | 6.1
Cc1ccc(C(=O)c2ccc(N3CCOCC3)c(F)c2)cc1 | -7.5 | 1.3 | 106.0 | -5.6 | 3.1 | -0.8 | -0.9 | 2.6 | -2.7
O=C1c2ccccc2S(=O)(=O)c2cc(C(=O)N3CCN(c4c(Cl)cncc4Cl)CC3)ccc21 | 5.8 | 3.3 | 102.2 | -4.3 | 0.7 | 4.4 | 0.1 | 13.9 | 4.0
CCc1nnc(SCc2ccc([N+](=O)[O-])cc2)nc1CC | -1.6 | -3.6 | 103.5 | 0.7 | 1.0 | -1.3 | -3.4 | -12.2 | 3.2
CCn1c(NC(=O)c2ccccc2)c(-c2cccs2)c(=O)c2ccccc21 | 4.5 | 1.2 | 107.7 | -3.4 | -2.6 | -2.6 | -1.5 | 4.2 | -12.6
CN(C)S(=O)(=O)c1ccc(NC(=O)c2cccnc2)cc1 | -2.8 | -2.0 | 89.7 | 9.7 | -1.8 | 7.9 | -2.5 | 7.1 | -5.7
Cc1ccc(Cl)cc1N1CCN(C(=O)C2CCCN(S(=O)(=O)c3cnc[nH]3)C2)CC1 (configuration not stated) | 8.8 | 3.3 | 110.7 | -2.6 | -2.4 | -14.4 | -3.3 | -4.7 | -9.1
CC(C)OC(=O)c1cc2c(ccn2C)n1CC(=O)N1CCC(Cc2ccccc2)CC1 | 0.2 | 0.0 | 105.1 | -8.9 | 4.0 | -2.1 | 1.4 | 22.2 | 2.0
CCN(CC(=O)NCc1cccs1)C(=O)c1ccc(S(=O)(=O)N(C)C)cc1 | 2.6 | -0.8 | 100.1 | -1.2 | -2.9 | 4.0 | -3.5 | 1.3 | 11.4
O=C(N1CCOCC1)C1(c2ccccc2)CCCCC1 | 5.4 | -1.9 | 97.0 | -5.2 | -1.6 | 5.0 | -0.7 | -0.1 | 5.3
COc1ccc(NC(=O)CSc2nnc3c4c(nc(-c5ccccc5)n23)CC(C)(C)OC4)cc1 | -9.1 | -0.4 | 98.2 | -2.4 | 1.2 | -0.6 | -1.6 | 5.8 | -4.9
N/C(=N\OC(=O)CCCN1C(=O)c2ccccc2C1=O)c1ccc(Cl)cc1 | -0.6 | 0.3 | 88.5 | -1.9 | -37.0 | 5.1 | -0.2 | -6.3 | 9.4
Cc1ccc(S(=O)(=O)NC(=O)Nc2ccc(Cl)cn2)cc1 | -4.6 | -2.0 | 93.7 | -5.7 | 8.5 | 0.9 | 1.4 | 6.9 | -4.7
O=C(CC1NC(=O)NC1=O)NC1(C(=O)NC2CCCCC2)CCCCC1 (configuration not stated) | 1.2 | 1.7 | 99.1 | -4.0 | -0.3 | -0.5 | 1.8 | -2.4 | 3.9
CC(C)(C)NC(=O)C(=O)NNC(=O)c1ccccc1Br | 11.3 | -0.9 | 99.1 | -0.1 | 5.0 | 6.9 | -6.2 | 2.4 | 18.5
CCOc1ccc(-n2ccc(=O)c(C(=O)Nc3ccc(S(=O)(=O)Nc4ncccn4)cc3)n2)cc1 | 4.5 | -0.5 | 93.8 | -1.4 | 6.8 | 7.8 | -2.3 | 8.9 | 2.3
CCn1c(SCC(=O)N/N=C/C(C)=C/c2ccco2)nnc1-c1ccccc1 | 2.5 | 3.5 | 121.0 | 5.7 | -3.6 | -4.7 | 0.5 | 5.5 | 2.2
O=[N+]([O-])c1ccc2nc(SCc3cn4cc(Cl)ccc4n3)[nH]c2c1 | 0.0 | 3.7 | 96.0 | -2.4 | -2.2 | -3.0 | 1.4 | -5.3 | -5.1
CC(=O)N(C)N1c2ccccc2CCc2ccccc21 | 3.5 | -1.0 | 82.9 | -4.2 | -2.9 | -4.3 | -2.2 | 4.3 | 14.9
CC1CCN(CC(=O)Nc2ccccc2C(=O)c2ccccc2)CC1 | -0.4 | 1.8 | 92.9 | 1.2 | 1.6 | -10.0 | -3.5 | 0.3 | 6.0
Cc1ccccc1NC(=O)CSC(N)=O | -10.3 | 3.0 | 89.1 | -3.1 | -5.5 | -1.9 | -2.6 | 2.4 | -1.4

Record cards, from the list above:
Cc1ccc(Cl)cc1N1CCN(C(=O)C2CCCN(S(=O)(=O)c3cnc[nH]3)C2)CC1 (configuration not stated) reads GASC-1 inh: 8.8; PP5 inh: 3.3; Yeast superoxide: 110.7; TPT1 inh: -2.6; CTSL1 counter: -2.4; EBNA-1 inhibitor: -14.4; PP1 inh: -3.3; HCV core dimer: -4.7; ZTA counter: -9.1
O=[N+]([O-])c1ccc2nc(SCc3cn4cc(Cl)ccc4n3)[nH]c2c1 reads GASC-1 inh: 0.0; PP5 inh: 3.7; Yeast superoxide: 96.0; TPT1 inh: -2.4; CTSL1 counter: -2.2; EBNA-1 inhibitor: -3.0; PP1 inh: 1.4; HCV core dimer: -5.3; ZTA counter: -5.1
